Source: PubChem BioAssay (several laboratories)
p97 inhibitor: inhibitors of human p97 ATPase, primary screen, biochemical; Transitional endoplasmic reticulum ATPase (Homo sapiens), P55072; recombinant p97 ATPase, Kinase-Glo ATP luminescence, 3 h; inhibition, % at 8 µM; 220,000 compounds, 0.42% hits; AID 1481, 2009; in the data active means inhibition above about 15%;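 further: 0% = DMSO vehicle and 100% = wells lacking enzyme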
Tb hexokinase: Trypanosoma brucei hexokinase 1 inhibitors, primary screen, biochemical, G6PDH-coupled NADH absorbance, MLSCN library; hexokinase 1 [Trypanosoma brucei]; recombinant TbHK1, G6PDH-coupled NADH A340; inhibition, % at 10 µM; 220,000 compounds, 0.11% hits;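 active means inhibition of 50% or more in the single-dose primary screen; inactive means inhibition below 50%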
PPC-1+TRAIL kill: compounds killing PPC-1 cancer cells with TRAIL present, primary screen, TRAIL potentiator project, ATPLite luminescence, uHTS | cell killing (% activity), % at 4 µM | PPC-1 cells + TRAIL, ATPLite viability luminescence | 220,000 compounds, 0.41% hits;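 active means cell killing above 50% in the first pass at 4 µM, then a duplicate retest at 5 µM averaging 50% or more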;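 further: plate controls were cells with TRAIL plus DMSO for no effect and medium-only wells lacking cells for full effect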
BaF3 tox: parental Ba/F3 cell viability inhibition, counter-screen for JAK2V617F inhibitor project, murine pro-B, CellTiter-Glo luminescence. CellTiter-Glo ATP luminescence. inhibition, % at 5.6 µM. 220,000 compounds, 1.1% hits;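 active means inhibition above a per-campaign cutoff, the mean inhibition of all tested compounds plus 3 SD, cut at about 27% in these data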;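 further: 0% = DMSO wells and 100% = JAK Inhibitor I control wells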
Furin inhibitor: human furin inhibitors, primary screen, biochemical, fluorescence intensity; P09958; 220,000 compounds, 0.061% hits; purified furin, fluorogenic substrate cleavage; inhibition, % at 30 µM; AID 463115, 2010; in the data active means inhibition above about 25%; further: inactives centre near -15
p47phox inh: p47phox/p22phox peptide binding inhibitors, primary screen, biochemical, uHTS, NADPH oxidase regulatory subunit. Neutrophil cytosol factor 1 (Homo sapiens), P14598. fluorescence polarization, 2 h. inhibition, % at 24.7 µM. 220,000 compounds, 0.53% hits. AID 1274, 2008;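 active means inhibition above about 30%, limit read from the data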;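 further: 0% = p47phox with labelled peptide and 100% = labelled peptide alone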
Target sequence (P14598 whole entry, looked up): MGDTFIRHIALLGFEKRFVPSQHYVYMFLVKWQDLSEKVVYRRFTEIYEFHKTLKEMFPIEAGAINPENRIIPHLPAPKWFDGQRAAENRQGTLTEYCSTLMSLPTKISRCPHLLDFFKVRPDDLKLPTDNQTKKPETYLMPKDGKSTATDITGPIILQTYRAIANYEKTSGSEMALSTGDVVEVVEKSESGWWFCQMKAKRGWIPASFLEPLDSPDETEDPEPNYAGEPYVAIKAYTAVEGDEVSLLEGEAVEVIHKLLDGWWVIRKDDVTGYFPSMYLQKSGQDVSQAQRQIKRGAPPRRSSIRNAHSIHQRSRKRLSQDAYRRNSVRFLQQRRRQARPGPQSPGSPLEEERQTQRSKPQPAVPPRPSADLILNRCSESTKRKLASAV
RBBP9 inh: human RBBP9 inhibitors, primary screen, biochemical, fluorescence polarization, FP-Rh probe, HTS; Serine hydrolase RBBP9 (Homo sapiens), O75884; recombinant RBBP9; inhibition, % at 7.94 µM; 220,000 compounds, 0.2% hits; AID 1515, 2009;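 active means inhibition above the campaign mean of all tested compounds plus 3 SD, cut at about 14% in these data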;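 further: plate controls were DMSO wells with RBBP9 for no effect and wells lacking RBBP9 protein for full effect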
Target sequence (O75884 whole entry, looked up): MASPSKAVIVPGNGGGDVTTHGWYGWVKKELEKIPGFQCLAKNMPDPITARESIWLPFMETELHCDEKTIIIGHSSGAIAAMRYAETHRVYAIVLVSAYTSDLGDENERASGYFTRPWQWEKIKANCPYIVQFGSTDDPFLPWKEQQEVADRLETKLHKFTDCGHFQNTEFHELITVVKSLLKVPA
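System: RBBP9 protein / Buffer or medium: Tris/NaCl buffer pH 8.0 with 0.1% Pluronic / Probe or stimulus: Serine-hydrolase probe FP-Rh, 375 nM pre-mixing / Dosing: 7.94 µM single dose, 0.794% DMSO / Times: enzyme-compound preincubation 30 min, then probe labeling 45 min, 25 °C / Technique: fluorescence polarization (mP), excitation 525 nm, emission 598 nm / Replication: singlicate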
PGE2 EP2 inh: human EP2 receptor antagonists, primary screen, TR-FRET cAMP, C6 glioma cells | Prostaglandin E2 receptor EP2 subtype (Homo sapiens), P43116 | C6 glioma cells expressing human EP2; cells stimulated with saturating PGE2 | inhibition, % at 25 µM | 260,000 compounds, 0.52% hits | AID 1422, 2008;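 active means percent inhibition above 40 after rounding to a whole number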;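 further: rat C6 glioma host cells with rolipram phosphodiesterase inhibitor present; the protocol text gives 20 µM as final concentration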
Target sequence (P43116 whole entry, looked up): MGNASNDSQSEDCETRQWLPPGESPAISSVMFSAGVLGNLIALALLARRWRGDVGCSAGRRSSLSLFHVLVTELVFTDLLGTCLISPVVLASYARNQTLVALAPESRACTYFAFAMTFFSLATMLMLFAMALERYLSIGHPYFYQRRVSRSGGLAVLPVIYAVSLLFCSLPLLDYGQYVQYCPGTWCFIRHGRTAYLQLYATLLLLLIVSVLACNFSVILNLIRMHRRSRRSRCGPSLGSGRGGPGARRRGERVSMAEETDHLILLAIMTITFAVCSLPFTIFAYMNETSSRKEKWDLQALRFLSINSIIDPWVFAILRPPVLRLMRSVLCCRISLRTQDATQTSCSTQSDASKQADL
Ba/F3 V617F tox: reduced viability of JAK2V617F-dependent Ba/F3 cells, primary screen, JAK2V617F inhibitor project, cell-based, Ba/F3 EpoR-JAK2V617F, luminescence | inhibition, % at 5.6 µM | ATP luminescence | 220,000 compounds, 1.1% hits;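 active means inhibition above the campaign mean plus 3 SD over all tested compounds, cut at about 24% in these data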;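 further: cytokine-independent growth of Ba/F3 cells driven by EpoR plus mutant JAK2; 0% = DMSO-treated cells and 100% = JAK inhibitor I control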
* = called active by the depositor; . = not tested or not shown; [ ] = remark or other dose. These rows are one share of the data; the hit share may differ from the screen's.

Fields – p97 inhibitor	Tb hexokinase	PPC-1+TRAIL kill	BaF3 tox	Furin inhibitor	p47phox inh	RBBP9 inh	PGE2 EP2 inh	Ba/F3 V617F tox
(1) COc1ccc(C)cc1NC(=O)C(OC(=O)CNC(=O)c1ccc(Oc2ccccc2)cc1)c1ccccc1 (stereo unspecified)
 : 5	6	6	5	-24	-5	-6	2	-2
(2) Cc1ccc(-c2cc(C(=O)Nc3c(C)n(C)n(-c4ccccc4)c3=O)no2)cc1
 : 1	-4	24	4	-23	2	1	4	0
(3) COCc1cccc(N2C(=O)CC(C3C=C(C)C4C(=O)N(c5cccc(COC)c5)C(=O)C4C3)C2=O)c1 (stereo unspecified)
 : -6	-1	21	5	-8	-8	-4	3	3
(4) COc1ccc(/C=C(\NC(=O)c2cccs2)C(=O)N2CCOCC2)cc1OC
 : 7	-16	11	6	-16	13	6	4	-6
(5) CCN(CC)c1ccc(/C=C2\C(=O)N(c3nnc(C)c(=O)[nH]3)N=C2C)cc1
 : -7	-15	22	-4	-12	-248	2	12	2
(6) Cc1cc(NC(=O)CN2CCN(C/C=C/c3ccccc3)CC2)c([N+](=O)[O-])cc1C
 : -3	-19	29	3	-22	-6	-7	6	1
(7) N#CC(c1ccc(Cl)nn1)c1ccc(Cl)cc1Cl (stereo unspecified)
 : 0	-6	19	3	-12[20 µM]	2	-1	8	1
(8) CCOc1ccc(NC(=S)N(CCCN2CCCC2)Cc2cccn2Cc2ccc(Cl)cc2)cc1
 : 3	41	25	9	-12	1	-4	14	2
(9) COc1cc(OC)cc(-c2nc(-c3ccccc3)no2)c1
 : -3	-3	3	3	-18[20 µM]	-13	-6	15	-2
(10) CC(=O)Nc1cc2c(cc1[N+](=O)[O-])OCCO2
 : 3	-16	7	1	-2	1	4	6	-1
(11) Cc1occc1C(=O)N/N=C/C=C/c1ccccc1[N+](=O)[O-]
 : 2	-21	-10	0	-16	-1	-2	7	-1
(12) COC(=O)c1ccc(COC(=O)C23CC4CC(CC(O)(C4)C2)C3)o1
 : 6	3	5	-2	-5	-6	-1	6	-2
(13) COc1ccc(CN(C(=O)c2ccco2)c2ccc(C)c(C)c2)cc1
 : 4	1	-2	6	-2	-5	2	7	1
(14) O=C(COC(=O)c1ccccn1)Nc1ncc(C(F)(F)F)cc1Cl
 : -3	8	2	15	-4	-13	-3	7	7
(15) COc1cccc(C(=O)Nc2nc3c(c(=O)[nH]2)CCCC3)c1
 : 2	14	0	0	-10[20 µM]	-2	-5	13	-2
(16) CCCCN(C)C1=Nc2cccc3cccc1c23
 : 3	-8	13	5	-15[20 µM]	-25	-9	.	2
(17) Cc1c(C(=O)O)oc2ccc(S(=O)(=O)NC3CCCCCCC3)cc12
 : 3	3	21	3	-22	-7	-9	2	1
(18) O=C(Oc1cccnc1)c1ccc([N+](=O)[O-])cc1
 : 5	-1	10	5	-22	13	-5	13	-1
(19) CC(OC(=O)c1snc(C(=O)NC2CCCCC2)c1N)C(=O)NC1CCCCC1 (stereo unspecified)
 : -7	-6	22	7	-1[20 µM]	0	-2	10	7
(20) CC1CCCCC1NC(=S)Nc1ccc(Cl)cc1Cl (stereo unspecified)
 : -1	5	6	9	-22	-3	-12	6	4

Some of these compounds in order of molecular weight, ascending:
Fields – p97 inhibitor	Tb hexokinase	PPC-1+TRAIL kill	BaF3 tox	Furin inhibitor	p47phox inh	RBBP9 inh	PGE2 EP2 inh	Ba/F3 V617F tox
(16) CCCCN(C)C1=Nc2cccc3cccc1c23
 : 3	-8	13	5	-15[20 µM]	-25	-9	.	2
(18) O=C(Oc1cccnc1)c1ccc([N+](=O)[O-])cc1
 : 5	-1	10	5	-22	13	-5	13	-1
(15) COc1cccc(C(=O)Nc2nc3c(c(=O)[nH]2)CCCC3)c1
 : 2	14	0	0	-10[20 µM]	-2	-5	13	-2
(20) CC1CCCCC1NC(=S)Nc1ccc(Cl)cc1Cl (stereo unspecified)
 : -1	5	6	9	-22	-3	-12	6	4
(13) COc1ccc(CN(C(=O)c2ccco2)c2ccc(C)c(C)c2)cc1
 : 4	1	-2	6	-2	-5	2	7	1
(14) O=C(COC(=O)c1ccccn1)Nc1ncc(C(F)(F)F)cc1Cl
 : -3	8	2	15	-4	-13	-3	7	7
(5) CCN(CC)c1ccc(/C=C2\C(=O)N(c3nnc(C)c(=O)[nH]3)N=C2C)cc1
 : -7	-15	22	-4	-12	-248	2	12	2
(2) Cc1ccc(-c2cc(C(=O)Nc3c(C)n(C)n(-c4ccccc4)c3=O)no2)cc1
 : 1	-4	24	4	-23	2	1	4	0
(4) COc1ccc(/C=C(\NC(=O)c2cccs2)C(=O)N2CCOCC2)cc1OC
 : 7	-16	11	6	-16	13	6	4	-6
(6) Cc1cc(NC(=O)CN2CCN(C/C=C/c3ccccc3)CC2)c([N+](=O)[O-])cc1C
 : -3	-19	29	3	-22	-6	-7	6	1
(3) COCc1cccc(N2C(=O)CC(C3C=C(C)C4C(=O)N(c5cccc(COC)c5)C(=O)C4C3)C2=O)c1 (stereo unspecified)
 : -6	-1	21	5	-8	-8	-4	3	3
(1) COc1ccc(C)cc1NC(=O)C(OC(=O)CNC(=O)c1ccc(Oc2ccccc2)cc1)c1ccccc1 (stereo unspecified)
 : 5	6	6	5	-24	-5	-6	2	-2

Remaining list, next part
Fields – p97 inhibitor	Tb hexokinase	PPC-1+TRAIL kill	BaF3 tox	Furin inhibitor	p47phox inh	RBBP9 inh	PGE2 EP2 inh	Ba/F3 V617F tox
(21) Cc1ccnc(NS(=O)(=O)c2ccc(NC(=O)c3cncc(Br)c3)cc2)n1
 : 0	4	-1	8	-11	-7	1	3	4
(22) CC(=O)Nc1ccc(S(=O)(=O)NCCNC(=O)c2ccccc2F)cc1
 : -4	6	-1	7	-7[20 µM]	17	-8	8	4
(23) Cc1ccc(S(=O)(=O)N2CCC(=O)N(C(CO)Cc3ccccc3)CC2)cc1 (stereo unspecified)
 : 4	-1	20	5	-20	-5	-6	9	-4
(24) CCC(=O)NC(c1ccc(C)cc1)c1cc([N+](=O)[O-])c2cccnc2c1O (stereo unspecified)
 : -2	14	23	9	-13	-6	-2	11	3
(25) O=c1oc2ccccc2c(N2CCC(c3ccccc3)CC2)c1[N+](=O)[O-]
 : -1	-11	-2	3	-18	-16	-3	-1	-1
(26) CCOC(=O)c1ccc2c(c1)N(Cc1ccccc1C)C(=O)c1ccccc1S2=O (stereo unspecified)
 : 3	-7	.	-2	-24	-23	-7	.	0
(27) NC(=O)C1CC(=O)N(c2ccc(OCC(=O)Nc3cccc(C(F)(F)F)c3)cc2)C1 (stereo unspecified)
 : -6	-9	4	0	-11[20 µM]	-1	1	12	-6
(28) CC(C)C(c1nnnn1CC1CCCO1)N1CCN(C2CCCC2)CC1 (stereo unspecified)
 : 2	2	-8	6	-23	3	2	6	-2
(29) CCCOc1ccc(C(C)=O)cc1CC(C(N)=O)C(N)=O
 : 2	-2	15	2	-13[20 µM]	-4	1	.	-6
(30) COCCCNS(=O)(=O)c1ccccc1
 : -4	8	-6	5	-12	-7	2	0	1
(31) COc1ccc(CNC(=O)Nc2ccc(C)cc2C)cc1
 : 1	10	14	6	-9	0	2	3	3
(32) Cc1ccc(CNC(=O)c2oc3ccc(S(=O)(=O)N4CCC5(CC4)OCCO5)cc3c2C)cc1
 : 5	-6	28	5	-22[20 µM]	-17	-14	8	2
(33) O=C(COC(=O)c1ccccc1C(=O)c1ccc(Cl)c([N+](=O)[O-])c1)NC1CCCCCC1
 : 2	-2	16	2	-8[20 µM]	-14	-11	8	-2
(34) COc1ccccc1N1CCN(C(c2cc3cc(C)ccc3[nH]c2=O)c2nnnn2C2CCCC2)CC1 (stereo unspecified)
 : -1	-1	2	5	-34	-7	4	5	0
(35) CCN(CC)S(=O)(=O)c1ccc2c(c1)nc(CCC(=O)Nc1ccccc1Cc1ccccc1)n2CC
 : 3	-8	3	3	-12[20 µM]	-90	-4	10	0
(36) COc1ccc(/C=N/N2CCOCC2)cc1Cn1cc([N+](=O)[O-])cn1
 : 5	-2	5	4	-16	-10	-2	7	-3
(37) CC(=O)Nc1ccc(S(=O)(=O)NCC2CCC(C(=O)N3CCN(c4ccccn4)CC3)CC2)cc1 (stereo unspecified)
 : 0	2	8	3	-7	2	9	5	-1
(38) COC(=O)c1ccccc1NC(=O)c1cc(-c2ccc(O)cc2)on1
 : 0	-10	-7	7	-21	-14	-8	8	-3
(39) N#CCCn1nc(-c2ccccc2)cc1Nc1ccccc1NC(=O)c1cccs1
 : -1	-1	8	10	-10	2	-4	13	5
(40) CC1=CC(c2ccc(Cl)cc2)n2nc(NC(=O)c3ccccc3)nc2N1 (stereo unspecified)
 : 4	-5	21	8	-19[20 µM]	0	-7	17	-1
(41) COc1cccc(N2CCN(C(=O)c3cccn4c(=O)c5c(C)c(C)sc5nc34)CC2)c1
 : 1	-1	.	9	-17	-11	-4	4	1
(42) CC1=CSC2=NC(=O)/C(=C\c3cccn3-c3ccccc3)C(=N)N12
 : -1	4	32	3	-3	-36	-15	12	1
(43) COc1ccc(S(=O)(=O)N2CCOCC2)cc1NC(=O)COC(=O)C1=COCCO1
 : 5	-7	11	-7	-30	-14	-3	5	0
(44) CN(C)C(=O)Cn1nc(-c2ccccc2)c2ccccc2c1=O
 : -7	7	6	8	-2[20 µM]	9	-6	8	5
(45) CCOc1ccccc1NC(=O)C1CCN(S(=O)(=O)c2c(C)noc2C)CC1
 : -8	-3	-6	3	-10[20 µM]	-10	-6	4	3
(46) Cc1ccc(OCC(=O)Nc2ccc(N(C)C)cc2)cc1
 : 3	-1	3	6	-19	0	-2	11	-1
(47) CCC1(CC)Cc2ccccc2C(CC(=O)N2CCOCC2)=N1
 : -7	-46	-25	2	-14[20 µM]	1	-6	-7	0
(48) O=C(OCc1nnc(-c2ccccc2)o1)c1ccc(Cl)cc1
 : -2	2	32	3	-15	-13	-1	4	0
(49) O=C(Cn1cc2c(n1)CCCCC2)Nc1c(F)c(F)cc(F)c1F
 : -1	-6	-23	6	-24	-4	-2	4	1
(50) Cc1cc(C)c(S(=O)(=O)N2CCCOC2CNC(=O)C(=O)NCCC2=CCCCC2)c(C)c1 (stereo unspecified)
 : 5	-8	20	1	-17	-8	-5	4	-2
(51) NC(Cc1ccc2nsnc2c1)C(=O)O (stereo unspecified)
 : 0	-8	.	4	-20[20 µM]	.	0	4	2
(52) CCCC12CN(C(=O)c3ccc([N+](=O)[O-])cc3)CC(C)(CN(C(=O)c3ccc([N+](=O)[O-])cc3)C1)C2=O
 : 7	-2	-16	-2	-11	-3	-5	12	-4
(53) O=C(c1sccc1-n1cccc1)N1CCCC1
 : 3	5	5	-4	-35	4	-6	-1	-2
(54) COC(=O)CCCC(=O)N1CCCC(C(=O)c2ccc(OC)cc2C)C1 (stereo unspecified)
 : -7	-8	6	4	-12	-18	-4	12	0
(55) CC(C)CCN(C)C1CCN(S(=O)(=O)c2cccc(C(F)(F)F)c2)CC1
 : -1	0	-4	10	-25	-12	-1	.	0
